Screens: PubChem, several laboratories
Insulin prom up: insulin promoter activators in MIN6 cells, imaging, high-content screening, mouse beta cells | MIN6 insulin promoter-GFP reporter; stronger effect = higher value | z-score at 5 µM | 0.3% of 190,000 active | AID 1625, 2009;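 active = z-score above 3 at 5 µM with at least 500 cells counted in the well; inconclusive = wells under 500 cells, flagged as cytotoxic or low count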
Autophagy mod: autophagy modulators in MEF cells, primary screen, imaging, high-content, MEF GFP-LC3; 0.98% of 190,000 active; calls only at 10 µM (by protocol); MEF GFP-LC3 puncta imaging; test concentration mostly 10 µM;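 active = percentage of spot-positive cells more than 3 SD above its plate mean, without a fluorescence outlier flag or 80% toxicity; inconclusive = no clear call, values can overlap the other calls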;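 also: spot-positive cell cutoff set from DMSO-treated cells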
AID2073: inhibitors of Mint1-CaV2.2 protein interaction, biochemical, HTRF (AID 2073); HTRF protein-protein interaction, Mint1-CaV2.2; higher % means a stronger effect; inhibition, % at 20 µM; hits with a dose series show IC50 in µM; 0.19% of 290,000 active; Voltage-dependent N-type calcium channel subunit alpha-1B (Homo sapiens); in the data active = inhibition mostly above about 51%, no sharp cut-off; inconclusive = no clear call, values can overlap the other calls; inactive = mostly below about 53%; also: some results filed as inactive read as strong as hits
bCat nuc transl: modulators of beta-catenin nuclear translocation, primary screen, imaging, HeLa cells, immunofluorescence, high-content. AID 1665, 2009. 0.3% of 190,000 active. nuclear translocation activity, % at 5 µM;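 active = nuclear translocation activity above 50% at 5 µM, with a well cell count of 50 or more; inconclusive = wells under 50 cells across six images, flagged as toxic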;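 also: per-cell ratio of nuclear to cytoplasmic median beta-catenin stain intensity; plate controls were DMSO negative control for no effect and GSK-3 inhibitor IX positive control for full effect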
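assay system = human HeLa cells, endogenous beta-catenin | times = compound treatment 24 h, 37°C, 5% CO2 | detection = Anti-beta-catenin immunofluorescence on PFA-fixed, Triton-permeabilized cells, DAPI nuclei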
MT stabilize HCS: microtubule stabilizers in HeLa cells, primary screen, imaging, high-content imaging; HeLa tubulin immunostaining HCS, 24 h; share of cells brighter than vehicle mean+2SD; % tubulin-high responders, % at 10 µM; 0.83% of 200,000 active; AID 2205, 2009;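 active = plate Z-score above 3 for both tubulin-high and condensed-nucleus cell shares, with cell loss under 80%, at 10 µM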;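 also: anti alpha tubulin signal scored within the nucleus-defined area of each cell; some results filed as inactive read as strong as hits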
Yfh1-depleted yeast: enhancers of respiration in Yfh1-depleted yeast, dose response, Friedreich's ataxia, plus single-dose screen (AID 1465) | S. cerevisiae Yfh1-off respiration, WST-1 reduction, 72 h; higher fold induction means a stronger effect | fold induction at 50 µM, or EC50 in µM where a hit was titrated | 0.074% of 220,000 active;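 active = fold induction of absorbance versus untreated yeast above a set limit, then at least 30% activation at any dose in follow-up; inconclusive = repeats straddling the limit, or above it without dose testing; inactive = fold induction below the set limit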;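 also: activators that raise dye reduction in frataxin-depleted yeast; strong numbers were not always called active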
WT yeast gro inh: growth inhibition of WT strain, primary screen, mitochondrial fusion inhibitor project, WT and mutant strains, chemical genetic; AID 1362, 2008; inhibition, % at 10 µM; mitochondrial fusion phenotypic screen; 2.1% of 190,000 active; in the data active = inhibition above about 58%; tested in S. cerevisiae
HIV fusion peptide: inhibitors of HIV fusion peptide binding, primary screen, biochemical, uHTS, fluorescence dequenching (AID 1986); 0.3% of 290,000 active; inhibition, % at 20 µM, or IC50 in µM where a hit was titrated; cell-free peptide binding, fluorescence dequenching, 30 min; higher % means a stronger effect; in the data active = inhibition mostly above about 52%, no sharp cut-off; inactive = mostly below about 76%; also: some results filed as inactive read as strong as hits
Dynein cargo inh: inhibitors of GR-EGFP nuclear translocation, primary screen, dynein cargo transport inhibitor project, imaging, high-content, 3617.4 mouse cells; test concentration mostly 20 µM; stimulated with dexamethasone, 1 µM; stronger effect = lower value; z-score, hits read low; 0.47% of 220,000 active;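 active = plate z-score of nuclear minus cytoplasmic receptor signal below a set negative limit, without overly bright fluorescence or cell loss, cut at about -3.5 in these data, passing the limit was not always enough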;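 also: z-score of nuclear minus cytoplasmic ring GR-EGFP intensity difference per well; some compounds called inactive have numbers as strong as hits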
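Buffer or medium: tet-free medium with charcoal-stripped serum / Also added: dexamethasone agonist, 1.0 µM final, for 30 min / Timing: induction 48 h, compound 1 h, agonist 30 min / Measured by: high-content fluorescence imaging after fixation / Read-out: nuclear-to-cytoplasmic GR-EGFP distribution per well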
WT yeast gro inh mutant strain: further read-out of WT yeast gro inh, marked with its call; inhibition, %; mitochondrial fusion phenotypic screen, mutant strain inhibition
Dynein cargo inh cytoplasmic EGFP: recorded beside Dynein cargo inh, whose call it bears; z-score; measured here: cytoplasmic GR-EGFP intensity; stronger effect = higher value
Dynein cargo inh nuclear GR-EGFP: recorded beside Dynein cargo inh, whose call it bears; z-score; measured here: nuclear GR-EGFP intensity;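 lower value marks the stronger effect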
Dynein cargo inh cell count: further read-out of Dynein cargo inh, marked with its call; z-score; measured here: cell count per field
Insulin prom up cell count: further read-out of Insulin prom up, marked with its call; cell count; measured here: cytotoxicity, nuclei count;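 total cells summed across four imaged fields per well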
bCat nuc transl cell count 5 µM: second read-out of bCat nuc transl, no call of its own (marks repeat the call); cell count; measured here: cell count, cytotoxicity flag
MT stabilize HCS Hoechst-high %: recorded beside MT stabilize HCS, whose call it bears; % Hoechst-high responders; measured here: nuclear condensation Hoechst responders;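 share of cells brighter than vehicle mean plus two SD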
MT stabilize HCS cytotoxicity %: recorded beside MT stabilize HCS, whose call it bears; toxicity, %; measured here: cytotoxicity by cell density;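 0% = mean cell density of plate MIN control wells and 100% = no cells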
Autophagy mod cell loss 18 h: also measured in Autophagy mod; calls as there; toxicity, %; measured here: cell loss, nuclei count;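 cell loss after 18 h compound exposure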
An asterisk follows results filed as active; i = inactive; u = inconclusive; x = no result given.

Each structure is followed by: Insulin prom up	Insulin prom up cell count	Autophagy mod	Autophagy mod cell loss 18 h	AID2073	bCat nuc transl	bCat nuc transl cell count 5 µM	MT stabilize HCS	MT stabilize HCS Hoechst-high %	MT stabilize HCS cytotoxicity %	Yfh1-depleted yeast	WT yeast gro inh	WT yeast gro inh mutant strain	HIV fusion peptide	Dynein cargo inh	Dynein cargo inh cytoplasmic EGFP	Dynein cargo inh nuclear GR-EGFP	Dynein cargo inh cell count
1. Cc1onc(-c2ccccc2)c1C(=O)Nc1ccc(Cl)cn1
    1	1403	i	-14.1	5.3%	-2.4	1048	1.2	1.0	6.8	i	-16.6	-2.3	0.5%	-0.773	-0.298	-0.213	0.567
2. CC(=O)N1CCN(S(=O)(=O)c2ccc(C)c([N+](=O)[O-])c2)C1C(C)C (stereo not drawn)
    0.54	1205	i	-3.0	1.2%	-0.2	1079	1.9	2.4	6.7	i	-3.5	0.3	-0.3%	-1.61	-0.185	-1.05	0.709
3. CN(C)CCCNCCNC(=O)/C=N\O
    -0.02	1330	i	-20.3	44.8%	0.8	1344	4.2	1.8	4.7	i	9.3	3.5	2.4%	-0.123	-0.133	0.656	-0.149
4. CC1CCc2nc3sc4c(c3c(N)c2C1)CCCC4 (stereo not drawn)
    -0.88	973	i	-4.4	-3.7%	-2.0	910	3.4	3.9	11.2	i	27.6	17.6	-2.5%	-0.813	-0.329	-0.846	0.975
5. CC1(C)CC2CC(C)(CN2C(=O)c2ccc([N+](=O)[O-])cc2)C1 (stereo not drawn)
    -0.11	1380	i	-16.5	-5.9%	-0.6	1039	3.0	0.6	2.2	i	26.5	19.0	0.2%	2.16	-0.313	1.05	-1.02
6. Nn1c(SCC(=O)NCc2ccc3c(c2)OCO3)nnc1C1CC1
    0.84	856	i	32.9	-5.4%	x	x	2.0	1.0	5.2	i	-0.9	9.5	-1.2%	0.735	-0.218	0.651	0.798
7. Cc1ccc2nc(-c3ccc(SCC(=O)Nc4cc(C)on4)nc3)[nH]c2c1
    -0.08	1054	i	14.5	5.0%	-0.5	1143	4.8	3.5	7.3	i	42.7	21.7	1.3%	-1.14	-0.216	-0.367	0.623
8. CN(C)c1cccc2cccc(N(C)C)c12
    0.06	1359	x	x	-17.8%	-0.2	1357	x	x	x	i	x	x	-0.4%	0.387	-0.16	0.194	0.282
9. CC(NC(=O)c1ccc(F)cc1)c1ccc(F)cc1 (stereo not drawn)
    0.41	1285	i	-0.9	2.4%	x	x	4.5	2.9	6.1	i	-14.3	12.4	-1.2%	-0.38	-0.31	-0.532	-0.139
10. COCC(C)n1c(C)cc(C(=O)COc2ccc(S(=O)(=O)N3CCOCC3)cc2Cl)c1C (stereo not drawn)
    1.09	1291	i	17.5	-7.6%	0.1	1170	5.3	2.7	6.6	i	-4.5	4.8	-3.7%	-0.406	-0.159	0.117	0.0689
11. CCOc1ccc2nc(NC(=O)CSc3nnnn3C3CCCCC3)sc2c1
    -0.3	1318	i	-2.9	13.8%	-1.2	1117	2.5	0.4	12.8	i	57.8	48.1	1.3%	1.38	-0.097	1.37	-2.34
12. CSCC[C@H](NC(=O)OC(C)(C)C)c1nnc(SCc2cccc(F)c2)o1
    0.07	1110	i	2.5	-8.9%	-2.1	824	2.8	1.7	2.2	i	22.3	23.2	-2.0%	-0.341	-0.477	0.0964	0.659
13. c1cn(CCCNC2=NCCCCC2)cn1
    0.99	1178	i	0.0	u	-7.0	996	1.3	2.2	13.7	i	-2.5	13.9	1.1%	-0.0435	-0.171	0.123	-0.567
14. COC(=O)c1ccc(NC(=O)CN(Cc2ccc(Cl)cc2)S(C)(=O)=O)cc1
    x	x	i	-2.7	-1.1%	-10.2	1060	2.2	1.7	6.8	i	6.4	-12.3	0.1%	0.235	-0.12	0.261	-1.02
15. O=C(NCNC(=O)c1ccccc1)c1ccccc1
    -0.44	960	i	0.5	-2.3%	-1.5	1199	2.7	2.9	10.9	i	2.8	22.5	1.2%	0.0166	-0.104	-0.146	0.417
16. Cc1ccc(C)c(C(=O)COc2ncnc3ccccc23)c1
    -0.69	1624	i	7.1	4.9%	0.2	1100	3.5	1.9	5.7	i	-6.7	-33.6	-1.0%	1.14	-0.166	0.764	-0.56
17. COC(=O)c1cc2sccc2n1Cc1nc(-c2ccc(Cl)cc2)oc1C
    0.7	1746	i	11.4	3.1%	2.2	1104	2.5	2.7	6.5	i	3.4	12.9	0.2%	0.354	-0.00697	0.669	0.539
18. CCCn1nc2cc(C(=O)NCCc3ccc(C)cc3)ccc2c1OCC
    0.1	1543	i	-1.2	10.0%	-2.8	1387	2.4	1.4	4.2	i	-6.2	-3.5	-0.3%	-0.026	0.213	0.503	-0.311
19. CN(Cc1cn(C)c2ccccc12)C(=S)Nc1cc(F)cc(F)c1
    0.07	1142	i	4.6	-19.7%	-2.6	565	2.7	3.2	3.5	i	21.8	7.9	-1.5%	-0.166	-0.298	-0.548	0.0299
20. Cc1cc(/C=N\NC(=O)COc2cccc3cccnc23)c(C)n1-c1ccc(Br)cc1
    -0.14	1259	i	12.5	9.4%	-1.3	546	1.8	1.5	6.5	i	33.5	-7.0	-0.6%	0.338	-0.146	0.373	-0.703
21. O=C(CCc1nnc(CCCc2ccccc2)o1)NCCCC1CCCC1
    0.96	1536	i	-1.8	3.3%	-0.5	1045	3.9	1.1	4.7	i	38.8	20.2	1.6%	0.78	-0.24	0.687	-0.39
22. COc1ccc(CC(=O)Nc2ccc(-c3cn4ccccc4n3)cc2)cc1OC
    x	x	i	-9.6	5.2%	x	x	1.7	1.3	3.6	i	-4.8	-13.8	0.7%	-0.116	0.24	0.0789	1.29
23. Cc1ccc(N=Cc2c(O)ccc3ccccc23)cc1F
    0.41	1212	i	6.1	-8.6%	-5.5	592	3.5	3.0	8.2	i	-7.3	-34.9	-0.1%	2.16	-0.191	0.967	-1.85
24. CCN1C(=O)CC(N2CCN(c3ccc(C(=O)c4ccncc4)cc3)CC2)C1=O (stereo not drawn)
    0.02	898	i	-10.8	2.3%	-2.4	1055	2.0	2.6	4.3	i	0.4	2.4	-0.7%	0.288	0.0427	0.0471	0.607
25. Cc1cccc(C)c1NC(=O)CSc1nnc(NC(=O)CN2CCOCC2)s1
    1.19	1438	i	-0.3	1.0%	0.5	1393	2.6	1.8	1.4	i	15.1	-0.1	0.4%	-0.718	-0.239	-0.615	1.13
26. CC1(C)CC(=O)C2=C(C1)OC(c1ccncc1)C(C#N)=C2N (stereo not drawn)
    -0.2	1314	i	8.2	0.6%	x	x	3.4	2.8	5.9	i	-1.5	-7.8	-1.7%	1.77	-0.248	0.917	-0.947
27. C/C(Cc1ccccc1)=N\NC(=O)CNC(=O)Cc1ccc(Cl)cc1
    -0.02	1146	x	x	9.2%	-0.9	1297	x	x	x	i	x	x	-2.4%	0.329	0.258	-0.157	-0.418
28. N#C/C(=C(/O)CSc1ncn[nH]1)c1nc2ccccc2[nH]1
    x	x	i	-4.2	46.9%	0.6	1529	1.4	2.8	2.8	i	-38.9	9.6	18.6%	1.12	-0.123	0.283	-0.106
29. Cc1cc(C(F)(F)F)n2nc(C)c(-c3ccc(Cl)cc3)c2n1
    0.39	1451	i	-38.8	-4.1%	-4.9	469	3.8	2.7	6.4	i	0.5	-14.3	-0.5%	0.0784	-0.296	-0.247	0.368
30. CC(C)CNC(=O)CC(c1ccccc1)c1ccccc1
    0.85	1439	i	-12.4	0.3%	-0.9	1470	2.2	3.1	7.1	i	-16.0	4.2	-0.3%	-0.668	-0.359	-0.344	1
31. O=C(/C=C/NNC(=O)c1cccc(Br)c1)c1ccccc1
    1.75	908	i	-29.8	5.0%	x	x	3.0	1.1	4.1	i	10.0	14.2	-1.7%	-1.11	0.478	-0.668	0.588
32. O=C(NCc1ccc2c(c1)OCO2)C1CC(=O)N(C2CCCCCC2)C1 (stereo not drawn)
    0.11	1267	i	-8.9	-1.8%	x	x	4.4	1.5	8.8	i	-11.4	-14.8	-0.6%	-0.664	-0.17	-0.0755	0.15
33. CCNc1nc(NC(C)C)nc(N2CC(=O)N(CC(=O)OCC)C2=N)n1
    -1	1382	i	6.5	2.3%	-3.8	508	4.9	5.2	0.4	i	7.6	-12.4	2.5%	-0.591	-0.239	0.528	0.107
34. CC(c1ccccc1)C1NC(C(=O)O)CS1 (stereo not drawn)
    x	x	i	-8.3	6.0%	x	x	2.7	1.9	0.8	i	-3.1	3.3	0.1%	-0.791	-0.108	-0.413	0.863
35. NC(=O)CN1CCN(C(=O)NC2CCCCC2)CC1
    -0.29	1088	i	3.9	12.5%	x	x	1.3	3.2	9.1	i	12.1	0.7	2.5%	-0.885	-0.271	-0.263	0.989
36. CCOC(=O)CSc1nnc(-c2ccccc2)c(=O)[nH]1
    1.2	799	i	-6.5	50.6%	-2.7	1119	1.5	1.8	7.3	i	-10.6	-5.5	1.3%	-0.922	-0.278	-0.534	0.466
37. O=C(CSc1ncn[nH]1)Nc1ccccc1C(=O)O
    -0.19	1266	i	65.0	2.9%	-0.8	1123	2.0	1.4	6.7	i	-10.6	5.1	-2.5%	-0.139	-0.201	-0.113	0.107
38. N#CCCSc1ncnc2c1oc1ccccc12
    0.38	1173	i	0.0	36.8%	0.8	1009	16.0	2.7	11.6	i	8.2	46.4	1.6%	-0.394	-0.0689	-0.0649	1.15
